TCR-CD3 inh = blocks the human TCR-CD3 interaction | TAMRA-labeled TCR probe fluorescence, biochemical | inhibition, % at 9.4 µM | 360,000 compounds, 0.37% hits | AID 651800; in the data active means inhibition above about 19%;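 further: recombinant mutant TCR 2C K166C tagged with TAMRA read by polarization; 0% = receptor in buffer alone and 100% = receptor with positive control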
UHRF1 MBD2 ctr = blocks human UHRF1 binding to methylated DNA | Q96T88 | UHRF1 binding to methylated oligo, TR-FRET | inhibition, % at 4.4 µM | 370,000 compounds, 0.75% hits | AID 687016; in the data active means inhibition above about 21%;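 further: UHRF1 SRA domain binding a hemimethylated CpG hairpin DNA probe; 0% = median of test compound wells and 100% = reference inhibitor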
GC-A act = GC-A (human) enzyme activation. HEK293 GC-A cells, cGMP TR-FRET, EC30 ANP; 0% at EC30 ANP, 100% saturating ANP. activation, % at 10 µM. 370,000 compounds, 0.14% hits; in the data active means activation above about 40%
rCAG RNA binder = r(CAG) repeat RNA binding; TO-PRO-1 dye displacement fluorescence; AID 651821; inhibition, % at 3 µM; 370,000 compounds, 1.3% hits;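 active means inhibition above the plate cutoff, the mean of all test compounds on that plate plus 3 SD, cut at about 35% in these data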;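 further: 0% = DMSO alone and 100% = 100 µM mitoxantrone as full dye displacement; higher means more dye released from RNA so lower well fluorescence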
PRMT1 inh = PRMT1 (human) inhibition, primary screen; recombinant PRMT1, activity-based probe fluorescence polarization; inhibition, % at 2.79 µM; 370,000 compounds, 1.3% hits;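 active means inhibition above about 21% made by adding two undisclosed values, limit read from the data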
Target sequence (Q99873 whole entry, looked up): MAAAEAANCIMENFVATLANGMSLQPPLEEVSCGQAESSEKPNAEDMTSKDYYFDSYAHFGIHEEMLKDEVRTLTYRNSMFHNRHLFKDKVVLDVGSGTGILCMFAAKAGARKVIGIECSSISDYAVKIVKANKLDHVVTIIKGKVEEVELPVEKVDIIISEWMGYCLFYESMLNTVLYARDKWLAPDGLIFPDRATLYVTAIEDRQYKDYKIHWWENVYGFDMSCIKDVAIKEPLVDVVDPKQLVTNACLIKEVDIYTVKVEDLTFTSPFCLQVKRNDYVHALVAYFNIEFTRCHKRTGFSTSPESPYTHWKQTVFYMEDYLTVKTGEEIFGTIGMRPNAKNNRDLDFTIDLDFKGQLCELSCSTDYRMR
MBD2 inh = inhibitors of human MBD2 binding to methylated oligonucleotide. Q9UBB5. TR-FRET. inhibition, % at 4.4 µM. 370,000 compounds, 0.31% hits; in the data active means inhibition above about 13%
SIAE primary = blocks human sialic acid acetylesterase; 370,000 compounds, 0.69% hits; inhibition, % at 9.66 µM; AID 1053197; SIAE FP-Rh probe binding, fluorescence polarization; Q9HAT2;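 active means inhibition above a cutoff: mean of compounds within the control limits plus 3 SD of those, cut at about 17% in these data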;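 further: 0% = plate median of compound wells and 100% = probe without SIAE protein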
HTRA1 inhibitor = blocks human HTRA1 serine peptidase; Q92743; recombinant HTRA1, FP-rhodamine activity-based probe, fluorescence polarization; inhibition, % at 5.96 µM; 340,000 compounds, 0.5% hits; in the data active means inhibition above about 36%;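 further: 0% = enzyme with DMSO and 100% = wells lacking enzyme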
ABHD4 inh = inhibitors of mouse ABHD4. Q8VD66. 370,000 compounds, 0.54% hits. inhibition, % at 8.92 µM. purified mABHD4, FP-Rh probe fluorescence polarization;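 active means inhibition exceeding the mean over every tested compound plus 3 SD, cut at about 30% in these data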;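 further: 0% = plate median of compound wells and 100% = S159A mutant with DMSO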
Target sequence (Q8VD66 whole entry, looked up): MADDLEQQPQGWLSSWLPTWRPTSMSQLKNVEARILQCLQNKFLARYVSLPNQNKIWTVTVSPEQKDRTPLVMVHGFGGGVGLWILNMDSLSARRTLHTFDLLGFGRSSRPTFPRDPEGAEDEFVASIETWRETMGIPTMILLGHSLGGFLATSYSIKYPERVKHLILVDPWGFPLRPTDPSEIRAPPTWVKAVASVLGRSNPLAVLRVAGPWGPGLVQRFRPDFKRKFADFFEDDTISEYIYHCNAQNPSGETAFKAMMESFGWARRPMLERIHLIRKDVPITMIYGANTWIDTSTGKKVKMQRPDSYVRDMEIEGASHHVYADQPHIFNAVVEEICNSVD
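Doses – 8.92 µM, single dose · Material – wild-type mouse ABHD4 protein · Replication – single well per compound (singlicate) · Measure – percent inhibition of probe binding, normalized to plate controls · Schedule – 45 min compound pre-incubation plus 60 min probe step, 25 °C · Detection – fluorescence polarization with parallel and perpendicular emission, 525/598 nm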
GC-B act = GC-B (human) receptor activation | P20594 | HEK293-GC-B cells, CNP EC30, cGMP TR-FRET; 0% at EC30 CNP, 100% saturating CNP | activation, % at 10 µM | 370,000 compounds, 0.11% hits | AID 1920062;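 active means activation at 10 µM reaching about 35% in either raw or pattern-adjusted values, limit read from the data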
* hit, by the source's call; x = no result given. The list is partial; the hit share may differ from the screen's.

The opening two records, to show the layout:
molecule	MBD2 inh	ABHD4 inh	UHRF1 MBD2 ctr	TCR-CD3 inh	HTRA1 inhibitor	GC-A act	PRMT1 inh	GC-B act	SIAE primary	rCAG RNA binder
COc1ccc(C(=S)N2CCN(S(=O)(=O)c3ccccc3)CC2)cc1	1.4	-0.4	-0.4	4.3	2.3	3.1	-4.2	4.8	-7.5	-2.1
Cc1cc(C)cc(N(C(C)C(=O)N2CCCC2)S(C)(=O)=O)c1 (stereo unspecified)	2.8	3.4	0.8	0.3	-9.1	4.0	4.0	5.1	-1.2	-4.2

The list itself, repeating the preview:
molecule	MBD2 inh	ABHD4 inh	UHRF1 MBD2 ctr	TCR-CD3 inh	HTRA1 inhibitor	GC-A act	PRMT1 inh	GC-B act	SIAE primary	rCAG RNA binder
COc1ccc(C(=S)N2CCN(S(=O)(=O)c3ccccc3)CC2)cc1	1.4	-0.4	-0.4	4.3	2.3	3.1	-4.2	4.8	-7.5	-2.1
Cc1cc(C)cc(N(C(C)C(=O)N2CCCC2)S(C)(=O)=O)c1 (stereo unspecified)	2.8	3.4	0.8	0.3	-9.1	4.0	4.0	5.1	-1.2	-4.2
O=C(NC1CCCCN(Cc2cccc(Cl)c2)C1=O)c1cccc(C(F)(F)F)c1 (stereo unspecified)	0.5	2.8	-3.1	x	x	2.9	-1.4	-1.4	-1.3	-4.0
Cc1ccc(NC(=O)CSc2nnc(C)n2-c2ccccc2)cc1	-2.5	1.8	-2.0	4.5	6.0	4.6	-0.7	0.1	4.2	-1.8
Cc1nc2ccc(NS(=O)(=O)c3ccc4c(c3)OCCO4)cc2s1	4.0	-14.9	2.4	-5.3	1.4	2.6	3.7	8.3	-7.6	2.9
Cc1cc(SCC(=O)NC2CCCC2)nc2ccccc12	3.9	-4.2	0.0	1.2	2.1	10.3	-4.8	8.5	-8.2	-0.4
O=C(COC(=O)Cc1ccsc1)NCC1CCCCC1	-0.4	-3.2	-0.5	7.3	-4.4	2.1	1.3	3.7	2.9	-5.6
COc1ccc(OC)c(NC(=O)CSc2nnc(-c3ccco3)o2)c1	-0.2	3.7	1.6	3.8	1.5	-1.3	0.7	-0.4	3.9	-5.2
Cc1cccc(N(C(=O)c2nsc(Cl)c2Cl)C(C(=O)NC2CCCC2)c2ccc(O)cc2)c1 (stereo unspecified)	5.0	-8.9	4.3	-4.3	-8.0	-8.7	1.4	-5.8	-5.5	3.8
COc1cc(OC)c(C(=O)OCC(=O)c2ccc3c(c2)NC(=O)CO3)cc1OC	1.9	0.7	5.8	8.7	8.5	1.1	-0.9	1.9	6.7	3.6
CC(Sc1nc(-c2ccc(F)cc2)cs1)C(=O)N1c2ccccc2CC1C (stereo unspecified)	-1.6	-20.3	0.6	-0.3	-36.0	-11.8	-1.4	-10.3	-6.2	0.4
CCOC(=O)[C@@]12CCC3=C1N(CCC3)C(=O)[C@H](CC(=O)NCc1ccccc1)C2	2.0	-1.1	2.9	x	x	-0.2	-5.1	-3.9	-3.9	0.3
COc1ccc(-n2c(SCC(=O)Nc3ccccc3-c3ccccc3)nnc2-c2ccccn2)cc1	-3.8	-3.3	0.0	x	x	-9.5	-5.6	-11.6	1.2	3.9
COc1cccc(CN(C)CC(=O)NCc2ccc(C)cc2)c1	1.1	7.2	3.5	-2.8	4.0	-1.7	-1.3	1.6	-5.5	-10.6
Cc1cccc(NC(=O)CCn2ccnc2C)c1	1.1	-3.4	-0.2	-1.3	-3.4	2.0	-0.5	0.7	-3.8	4.8
C=CCn1c(SCC(=O)/C(C#N)=C(\C)N)nnc1C1CCCCC1	2.6	0.9	1.8	1.0	2.9	0.9	4.9	-0.8	-0.4	-4.3
O=C(CCc1nnc(Cc2ccc3c(c2)OCO3)o1)NC(c1ccccn1)C(F)(F)F (stereo unspecified)	0.1	0.2	-0.8	0.3	1.8	-2.6	-2.7	0.5	-4.9	-2.4
N#Cc1nc(COc2ccc(Br)cc2)oc1NCCCn1ccnc1	7.0	0.3	-0.7	-6.3	-0.4	4.6	0.6	0.0	9.6	-4.2
COc1ccc(CN2CCN(C(=O)c3ccc(F)cc3)CC2)c(OC)c1	5.6	7.2	0.7	3.2	1.6	-3.3	1.1	6.7	0.7	-6.8
O=C(NCCc1cccnc1)C1CCC(=O)N(Cc2cccc(C(F)(F)F)c2)C1 (stereo unspecified)	-1.9	2.6	-1.2	9.3	5.1	-0.8	-2.8	0.3	2.2	-6.6
COC(=O)C1C2CCC(C2)C1C(=O)OCC(=O)c1ccc(C)cc1 (stereo unspecified)	3.3	5.3	1.4	2.4	2.2	4.3	1.8	2.9	3.1	-4.1
O=C(NCc1ccc(F)cc1)c1cc(-c2ccccn2)nc2ccc(S(=O)(=O)N3CCOCC3)cc12	-5.4	-1.4	0.0	-4.9	-1.0	3.3	0.8	8.2	-3.7	5.6
COc1ccc(-n2c(SCC(=O)Nc3ccc(Oc4ccccc4)cc3)nnc2-c2ccccc2)cc1	-6.5	1.7	-2.5	x	x	-4.8	-4.1	5.2	-0.4	7.3
CC[C@@]1(C(=O)OC)N[C@H](CN(C)S(=O)(=O)c2ccc(-c3ccccc3)cc2)[C@@H]2C(=O)N(C)C(=O)[C@@H]21	2.7	0.7	4.2	-9.1	11.9	2.4	-4.2	-6.6	1.1	1.3
CC(=O)c1ccc(S(=O)(=O)N2CCC3(CC2)CC(=O)c2ccccc2O3)cc1	4.0	-3.6	1.6	8.0	3.3	-6.3	-0.2	3.5	-4.6	-4.7
Cc1ccc(S(=O)(=O)NC(=O)C2(C)CCN2C(=O)C2CC2)cc1 (stereo unspecified)	-3.4	-3.1	-0.5	3.5	x	1.3	-4.4	0.3	4.2	4.6
O=C(Nc1ccc2c(c1)OCO2)Oc1ccccc1	-3.0	3.0	-4.7	7.0	3.1	7.1	4.3	2.1	3.5	5.1
Cc1cccc(C)c1NC(=S)N(CCN(C)C)Cc1cccs1	2.9	-4.3	3.9	-2.7	3.7	-3.6	-2.5	-2.2	11.3	-1.9
Cc1cccc(NS(=O)(=O)c2cccc3cccnc23)n1	-4.4	2.9	-5.2	9.7	-3.1	2.5	-3.9	-5.9	-6.7	2.3
N#Cc1cccc(CN2CCCN(Cc3ccc(F)cc3)S2(=O)=O)c1	-4.7	-5.6	0.2	0.9	-11.4	0.6	-7.4	-2.8	8.7	0.4
CCSCCOC(=O)C1=C(C)NC(=O)NC1c1cccc(OC)c1OC (stereo unspecified)	-3.5	-1.6	-1.7	-1.2	-1.7	1.4	-1.4	-5.9	-4.5	-2.1
CC(C)Cc1nnc(NC(=O)Cc2ccccc2[N+](=O)[O-])s1	0.7	4.7	2.8	-6.4	3.0	1.3	4.6	-3.2	0.3	-2.6
Nc1ccc2c(c1)sc1ccccc12	0.6	13.4	-3.8	7.4	6.7	2.4	-0.8	-4.2	5.3	0.1
Cc1ccc2c(c1)OC(=O)CC2c1ccccc1 (stereo unspecified)	3.7	-3.0	4.9	-5.2	-13.8	-4.7	-1.3	-9.2	2.4	1.7
O=C(Cn1cncn1)c1ccccc1	-3.1	5.6	2.2	0.3	5.6	1.7	-0.2	0.2	0.8	-2.0
CCCCCCn1c(N(CC)CC)nc2c1c(=O)[nH]c(=O)n2C	1.1	5.2	-1.1	6.8	8.8	-3.2	-2.7	1.3	22.7*	-8.4
O=C(CCCN1C(=O)/C(=C\c2cccs2)SC1=S)Nc1ccc(O)cc1	-2.4	-0.7	-2.0	-2.5	-3.1	-2.6	-0.2	1.2	-1.1	9.0
O=C(CSc1nnc(CNc2ccc(F)cc2)n1Cc1ccccc1)NCc1ccco1	4.0	0.9	2.5	-0.7	2.2	-2.3	1.8	-2.6	4.4	-5.2
O=C(CSc1nnc(-c2ccc(Cl)cc2)n1-c1ccccc1)Nc1ccc2c(c1)OCCO2	-3.0	1.1	-3.7	x	x	0.1	-3.3	-0.9	0.1	3.7
CN/C(=C/[N+](=O)[O-])NCCSCc1ccc(CN(C)C)o1	1.6	1.7	-1.6	-9.2	1.0	0.4	5.5	1.7	8.8	17.3
CC(C)(C(=O)N1CCC1(C)C(=O)NS(=O)(=O)c1cccc(F)c1)c1ccccc1 (stereo unspecified)	-0.9	8.1	-2.0	0.8	x	2.4	-2.2	3.7	0.3	11.6
O=C1/C(=C/c2ccccc2)CCc2ccc(Cl)nc21	1.9	-6.7	-4.5	-6.0	-0.6	-11.2	2.8	-6.4	-1.7	4.3
CCC/C(=N\NC(=O)CCC(=O)NCc1ccccc1)c1ccccc1	4.0	-0.8	0.5	-0.7	1.2	-0.8	0.7	1.6	0.8	-6.2
O=C(NNC(=O)c1cccs1)Nc1cccc(Cl)c1	2.3	-7.2	-0.4	3.3	-5.6	-5.8	1.0	-0.7	1.1	1.5
COc1ccc(CCNC(=O)CCC(=O)n2ncc3ccc(Cl)cc32)cc1OC	-6.5	2.2	0.7	2.6	-2.6	-2.6	-4.4	-7.0	-2.6	2.9
O=C(c1ccc(O)cc1)c1ccc(Cl)cc1	5.8	-3.4	-0.9	10.6	-6.3	-0.8	-0.1	0.4	-7.1	1.9
CCc1cc(C(=O)N2CCCC(C(=O)c3ccc(Oc4ccccc4)cc3)C2)n(C)n1 (stereo unspecified)	0.6	-3.9	-1.2	13.3	-12.0	4.0	-1.5	-0.2	3.7	-6.7
Cc1ccc(NC(=O)C2CCC(CNC(=O)[C@@H]3Cc4ccccc4CN3)CC2)c(C)c1 (stereo partly specified)	1.1	6.0	-2.4	2.2	6.5	4.3	-0.2	-0.7	1.1	-8.6
Cc1ccnc(NS(=O)(=O)c2ccc(NC(=O)C3C4C=CC(C4)C3C(=O)O)cc2)n1 (stereo unspecified)	2.2	-6.7	4.7	-1.0	1.9	-0.7	-0.2	-0.1	-4.1	1.1
Cn1cc(C(=O)C(=O)NC2CCCCC2)c2ccccc21	-5.3	-2.4	-1.3	-3.8	0.7	3.5	0.3	-2.6	4.2	-7.3
CCn1c(=NC(=O)CS(=O)(=O)c2ccc(F)cc2)sc2cccc(OC)c21	-2.7	-0.2	-7.0	2.5	-35.3	-9.5	-0.3	-8.7	0.8	0.4
CC(OC(=O)c1ccc(NS(=O)(=O)c2ccc3[nH]c(=O)[nH]c3c2)cc1)C(=O)Nc1ccc(Cl)cc1 (stereo unspecified)	3.0	-89.2	-1.8	-1.7	-56.8	-0.1	-2.8	1.9	-78.9	42.8*
COc1cccc(Nc2nnc(SCC(=O)Nc3sccc3C(N)=O)s2)c1	5.2	-8.6	0.6	3.0	-28.7	-13.0	4.4	-7.3	-1.4	24.9
O=C(CN1C(=O)C2CC=CCC2C1=O)NCc1ccc2c(c1)OCO2 (stereo unspecified)	1.8	1.2	-2.4	-3.5	-4.3	2.1	-2.6	0.3	-0.3	3.4
COc1cccc(CNc2nc3cc(C(C)=C(C)C)sc3c(=O)n2C)c1	-6.4	-8.1	-3.0	-0.2	x	0.3	19.4	-8.5	-5.3	9.2
CCc1ccc(NC(=O)C(=O)NCCOc2ccccc2Cl)cc1	-1.3	-1.2	-1.1	1.8	-6.1	0.9	-0.5	1.8	-0.9	0.8

Screening results as filed in PubChem.
